TRPML3 agonist: agonists of human TRPML3 channel; 220,000 compounds, 0.29% hits; Q8TDD5; HEK293 TRPML3-YFP, Fluo-8 calcium fluorescence; 100% = the carbachol control signal; activation, % at 3 µM; AID 1448;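 active = activation above its plate's cutoff, the mean activation of the plate's test wells plus 3 SD, cut at about 12% in these data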;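 note: 0% = DMSO only wells and 100% = carbachol wells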
Target sequence (Q8TDD5 whole entry, looked up): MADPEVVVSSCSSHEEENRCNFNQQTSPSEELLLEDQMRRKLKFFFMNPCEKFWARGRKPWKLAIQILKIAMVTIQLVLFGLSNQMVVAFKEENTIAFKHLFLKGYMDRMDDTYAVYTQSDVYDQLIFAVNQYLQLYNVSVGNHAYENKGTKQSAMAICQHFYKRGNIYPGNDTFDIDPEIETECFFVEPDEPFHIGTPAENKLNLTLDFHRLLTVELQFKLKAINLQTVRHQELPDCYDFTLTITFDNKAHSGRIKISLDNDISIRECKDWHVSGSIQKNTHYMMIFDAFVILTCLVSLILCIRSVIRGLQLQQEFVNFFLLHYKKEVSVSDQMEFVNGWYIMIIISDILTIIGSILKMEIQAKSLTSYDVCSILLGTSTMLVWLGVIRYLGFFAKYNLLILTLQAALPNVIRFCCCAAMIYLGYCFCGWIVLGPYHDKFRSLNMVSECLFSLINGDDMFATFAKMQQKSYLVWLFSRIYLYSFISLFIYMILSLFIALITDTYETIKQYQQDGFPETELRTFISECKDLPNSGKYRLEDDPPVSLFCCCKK
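system = HEK293 cells stably carrying human TRPML3-YFP | doses = one concentration, 3 µM nominal, 0.3% DMSO | timing = dye loading 1 h 37 °C then 30 min ambient, 125 s read | detection = Fluo-8 calcium dye fluorescence, ex 470-495, em 515-575 nm | benchmarks = high control carbachol 87 µM, low control DMSO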
S1P4 antagonist: blocks the human S1P4 receptor; 220,000 compounds, 0.26% hits; inhibition, % at 4.98 µM; AID 1510; O95977; S1P4-expressing cells, antagonist mode, reporter read-out; in the data active = inhibition above about 29%;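 note: 0% = wells stimulated with agonist and 100% = vehicle wells without agonist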
Target sequence (O95977 whole entry, looked up): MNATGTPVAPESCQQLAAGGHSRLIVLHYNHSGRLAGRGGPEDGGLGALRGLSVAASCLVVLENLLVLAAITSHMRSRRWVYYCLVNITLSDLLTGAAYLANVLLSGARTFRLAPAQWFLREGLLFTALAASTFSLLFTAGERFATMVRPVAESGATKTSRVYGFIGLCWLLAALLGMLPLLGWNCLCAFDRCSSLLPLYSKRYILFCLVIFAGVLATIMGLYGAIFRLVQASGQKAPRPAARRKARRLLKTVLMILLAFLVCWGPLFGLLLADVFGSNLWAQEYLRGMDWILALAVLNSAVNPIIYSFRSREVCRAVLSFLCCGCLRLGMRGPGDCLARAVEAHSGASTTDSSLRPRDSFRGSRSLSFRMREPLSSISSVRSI
BaF3 tox: reduces parental Ba/F3 cell viability, JAK2V617F counter-screen; CellTiter-Glo ATP luminescence; 220,000 compounds, 1.1% hits; inhibition, % at 5.6 µM;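 active = inhibition above a per-campaign cutoff, the mean inhibition of all tested compounds plus 3 SD, cut at about 27% in these data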;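 note: 0% = DMSO wells and 100% = JAK Inhibitor I control wells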
TRPN1 ag: agonists of zebrafish TRPN1 channel. HEK293 zebrafish TRPN1-YFP, Fluo-8 calcium fluorescence; 100% = response to 87 µM carbachol. activation, % at 3 µM. 220,000 compounds, 0.18% hits;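 active = activation above its plate's cutoff, the mean activation of test wells on that plate plus 3 SD, cut at about 19% in these data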;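 note: 0% = DMSO alone and 100% = 87 µM carbachol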
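Control set: carbachol 87 µM as high control, DMSO as low control; system: HEK293 stable line with zebrafish TRPN1-YFP; read-out: % activation versus carbachol response; detection: intracellular calcium fluorescence with Fluo-8; doses: single test compound dose, 3 µM nominal, 0.3% DMSO; schedule: dye 1 h 37 °C plus 30 min RT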
PERK inh: inhibitors of human PERK kinase | CHO PERK-DD fusion, SEAP luminescence translation reporter | inhibition, % at 5.6 µM | 220,000 compounds, 0.17% hits;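 active = inhibition above the mean inhibition of all tested compounds plus 3 SD, set separately per screening campaign, cut at about 2.9% in these data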;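 note: PERK kinase domain activated by AP20187 dimerizer at 100 nM; 0% = DMSO with dimerizer and 100% = rapamycin at 8.4 µM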
S1P4 ag: activates the human S1P4 receptor | AID 1509 | activation, % at 4.98 µM | S1P4-expressing cell line, agonist reporter assay | O95977 | 220,000 compounds, 0.35% hits; in the data active = activation above about 11%;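 note: 0% = DMSO vehicle and 100% = reference agonist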
Ba/F3 V617F tox: loss of viability in JAK2V617F-driven Ba/F3 cells; 220,000 compounds, 1.1% hits; Ba/F3 EpoR-JAK2V617F viability, ATP luminescence; inhibition, % at 5.6 µM;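 active = inhibition above the campaign mean plus 3 SD over all tested compounds, cut at about 24% in these data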;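 note: cytokine-independent growth of Ba/F3 cells driven by EpoR plus mutant JAK2; 0% = DMSO-treated cells and 100% = JAK inhibitor I control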
EP2 mod: modulates human prostaglandin E2 receptor EP2 signaling; induction, % at 25 µM; P43116; 260,000 compounds, 0.83% hits; EP2-expressing cells, cAMP HTRF FRET, PGE2 co-stimulation; AID 940;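 active = compounds whose cAMP rise, as percent of the full-agonist control response, exceeds 60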;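 note: rat C6 glioma line stably carrying human EP2 under a CMV promoter; the protocol text gives 20 µM as final concentration; 100% = response of wells given 1 µM PGE2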
Calpain2 inh: blocks pig calpain II enzyme activity; 220,000 compounds, 0.37% hits; purified calpain II, fluorogenic peptide substrate, 30 min; inhibition, % at 16 µM; AID 1236;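 active = inhibition above about 50%, limit read from the data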
The depositor's hits bear a star.

O=C(N=c1ccn(-c2nc3ccccc3nc2NS(=O)(=O)c2ccc(Cl)cc2)cc1)c1cccs1 was read as TRPML3 agonist 1.7, S1P4 antagonist -3, BaF3 tox -2, TRPN1 ag 3.0, PERK inh 0.7, S1P4 ag 0.1, Ba/F3 V617F tox -2, EP2 mod 21 and Calpain2 inh -64.
`COc1cc(CNc2cccc(F)c2)cc(Br)c1O` gave TRPML3 agonist 0.0, S1P4 antagonist 4, BaF3 tox 1, TRPN1 ag -1.0, PERK inh 0.6, S1P4 ag -0.3, Ba/F3 V617F tox 1, EP2 mod -9 and Calpain2 inh -111.
For Cc1noc(NC(=O)c2ccccc2C(F)(F)F)c1C#N the results were TRPML3 agonist 0.1, S1P4 antagonist -11, BaF3 tox 1, TRPN1 ag 1.2, PERK inh 1.1, S1P4 ag 1.6, Ba/F3 V617F tox 4, EP2 mod 29 and Calpain2 inh 2.
`CCCCCCc1c(O)c2ccccc2[nH]c1=O` gave TRPML3 agonist 0.2, S1P4 antagonist -4, BaF3 tox 5, TRPN1 ag 1.7, PERK inh 1.0, S1P4 ag -1.5, Ba/F3 V617F tox 3, EP2 mod 16 and Calpain2 inh -52.
For COc1ccc(NC(=O)CSc2nc(NS(=O)(=O)c3ccc(C)cc3)cc(=O)[nH]2)cc1 the results were TRPML3 agonist 0.2, S1P4 antagonist -13, BaF3 tox 5, TRPN1 ag -0.6, PERK inh -1.1, S1P4 ag 1.5, Ba/F3 V617F tox -3, EP2 mod -7 and Calpain2 inh 5.
Screening COc1ccc(C[C@H]2CN3C(=NC[C@@H]3C(C)C)N2CCNC(=O)CCC2CCCCC2)cc1 returned TRPML3 agonist -0.6, S1P4 antagonist 9, BaF3 tox 1, TRPN1 ag -1.1, PERK inh 1.1, S1P4 ag 0.0, Ba/F3 V617F tox 1, EP2 mod 0 and Calpain2 inh -7.
O=C(CN(c1ccc(F)cc1)S(=O)(=O)c1ccc2c(c1)OCCO2)NCc1cccnc1 was read as TRPML3 agonist 0.2, S1P4 antagonist -1, BaF3 tox 0, TRPN1 ag -0.3, PERK inh -0.6, S1P4 ag -0.5, Ba/F3 V617F tox -4, EP2 mod 15 and Calpain2 inh 26.
Screening O=[N+]([O-])c1cc(Br)c(O)c(C=Nc2ccc(N3CCOCC3)cc2)c1 returned TRPML3 agonist 0.2, S1P4 antagonist 4, BaF3 tox 4, TRPN1 ag 0.4, PERK inh 0.9, S1P4 ag 0.8, Ba/F3 V617F tox 4, EP2 mod 29 and Calpain2 inh -1.
Screening COc1ccc(-c2ccc(/C=C3\C(=O)N(c4ccccc4)N=C3c3ccccc3)o2)c([N+](=O)[O-])c1 returned TRPML3 agonist 0.2, S1P4 antagonist -8, BaF3 tox -2, TRPN1 ag -0.6, PERK inh -1.0, S1P4 ag 2.1, Ba/F3 V617F tox -2, EP2 mod -10 and Calpain2 inh -36.
`O=C(Cc1ccccc1)N/N=C/C=C/c1ccccc1[N+](=O)[O-]` gave TRPML3 agonist -0.1, S1P4 antagonist -10, BaF3 tox 0, TRPN1 ag -1.5, PERK inh 0.6, S1P4 ag -1.1, Ba/F3 V617F tox 0, EP2 mod -26 and Calpain2 inh 15.
Screening Cc1cc2ncn(CC(O)COc3cccc(C(=O)O)c3)c2cc1C (centres undefined) returned TRPML3 agonist 0.7, S1P4 antagonist 1, BaF3 tox 1, TRPN1 ag 1.6, PERK inh -0.6, S1P4 ag 0.7, Ba/F3 V617F tox 4, EP2 mod -2 and Calpain2 inh 6.
`O=C(N/N=C/c1ccc(N2CCCCC2)o1)C(O)(c1ccccc1)c1ccccc1` gave TRPML3 agonist 1.1, S1P4 antagonist -92, BaF3 tox 5, TRPN1 ag 0.4, PERK inh 0.4, S1P4 ag -0.2, Ba/F3 V617F tox -2, EP2 mod -29 and Calpain2 inh -57.
Screening CC(C)NC(=O)CSc1nc(Cc2cccs2)nc2ccccc12 returned TRPML3 agonist -1.4, S1P4 antagonist -12, BaF3 tox 0, TRPN1 ag -1.2, PERK inh -1.7, S1P4 ag -0.8, Ba/F3 V617F tox 1, EP2 mod 28 and Calpain2 inh -4.
For Cc1ccc(NC2=C(NCCO)C(=O)c3ccccc3C2=O)cc1 the results were TRPML3 agonist 0.3, S1P4 antagonist 6, BaF3 tox 7, TRPN1 ag 2.0, PERK inh 1.1, S1P4 ag -0.4, Ba/F3 V617F tox 2, EP2 mod 16 and Calpain2 inh -5.
`O=C(CN1CCCCC1)Nc1ccc(S(=O)(=O)N2CCCCCC2)cc1` gave TRPML3 agonist 1.2, S1P4 antagonist -2, BaF3 tox 2, TRPN1 ag 0.1, PERK inh -1.2, S1P4 ag -1.9, Ba/F3 V617F tox 1, EP2 mod 15 and Calpain2 inh -4.
`CC(C)c1cc(CNC(=O)CCc2nnc(CCCCc3ccccc3)o2)on1` gave TRPML3 agonist 0.4, S1P4 antagonist 6, BaF3 tox -1, TRPN1 ag -1.3, PERK inh -1.9, S1P4 ag 1.2, Ba/F3 V617F tox 4, EP2 mod 22 and Calpain2 inh 29.
`O=C(CN1C(=O)/C(=C\c2ccc(F)cc2)Oc2ccccc21)N1CCN(c2ccccn2)CC1` gave TRPML3 agonist 0.2, S1P4 antagonist -9, BaF3 tox 6, TRPN1 ag 0.8, PERK inh 0.5, S1P4 ag -0.9, Ba/F3 V617F tox 4, EP2 mod 10 and Calpain2 inh inactive.
For O=C(c1ccc2c(c1)OCO2)N1CCN(c2ccc(C(F)(F)F)cn2)CC1 the results were TRPML3 agonist 2.2, S1P4 antagonist -15, BaF3 tox 2, TRPN1 ag 3.1, PERK inh 1.6, S1P4 ag 1.1, Ba/F3 V617F tox -3, EP2 mod -5 and Calpain2 inh 45.
`O=C(N/N=C/c1ccc(F)cc1)c1ccccc1` gave TRPML3 agonist 1.3, S1P4 antagonist 8, BaF3 tox 6, TRPN1 ag 0.5, PERK inh 0.6, S1P4 ag 0.8, Ba/F3 V617F tox 1, EP2 mod -15 and Calpain2 inh -21.
For O=CN1N=C(c2ccccc2)CC1c1ccccc1[N+](=O)[O-] (centres undefined) the results were TRPML3 agonist 0.3, S1P4 antagonist -8, BaF3 tox 7, TRPN1 ag 0.8, PERK inh 0.6, S1P4 ag -0.9, Ba/F3 V617F tox 1, EP2 mod -24 and Calpain2 inh 0.

Next part (2 carried over from the part before).
`O=C(N/N=C/c1ccc(F)cc1)c1ccccc1` gave TRPML3 agonist 1.3, S1P4 antagonist 8, BaF3 tox 6, TRPN1 ag 0.5, PERK inh 0.6, S1P4 ag 0.8, Ba/F3 V617F tox 1, EP2 mod -15 and Calpain2 inh -21.
For O=CN1N=C(c2ccccc2)CC1c1ccccc1[N+](=O)[O-] (centres undefined) the results were TRPML3 agonist 0.3, S1P4 antagonist -8, BaF3 tox 7, TRPN1 ag 0.8, PERK inh 0.6, S1P4 ag -0.9, Ba/F3 V617F tox 1, EP2 mod -24 and Calpain2 inh 0.
For COC(=O)c1ccc(-c2noc(CN(C)CC3CCCCO3)n2)cc1 (centres undefined) the results were TRPML3 agonist 1.0, S1P4 antagonist -3, BaF3 tox 4, TRPN1 ag 2.0, PERK inh 0.0, S1P4 ag 1.5, Ba/F3 V617F tox 3, EP2 mod -14 and Calpain2 inh 13.
`Nc1ncc([N+](=O)[O-])cc1Br` gave TRPML3 agonist 0.7, S1P4 antagonist 0, BaF3 tox -4, TRPN1 ag 0.1, PERK inh 1.6, S1P4 ag 0.2, Ba/F3 V617F tox -3, EP2 mod -11 and Calpain2 inh 17.
`CC1(C)CC(=O)C2=C(C1)N(CCN1CCOCC1)C1=C(C(=O)CC(C)(C)C1)C2c1cccc(F)c1` gave TRPML3 agonist -0.5, S1P4 antagonist -3, BaF3 tox 6, TRPN1 ag -1.0, PERK inh 0.3, S1P4 ag 4.6, Ba/F3 V617F tox 1, EP2 mod 8 and Calpain2 inh inactive.
`CCC(C)NC(=O)CN(c1ccc2c(c1)OCO2)S(=O)(=O)c1c(C)n[nH]c1C` (centres undefined) gave TRPML3 agonist -1.0, S1P4 antagonist -2, BaF3 tox 2, TRPN1 ag 0.7, PERK inh 0.7, S1P4 ag 1.4, Ba/F3 V617F tox 1, EP2 mod -25 and Calpain2 inh -38.
Screening O=C(NCCSc1ccccn1)c1ccc(Cl)cc1 returned TRPML3 agonist -0.3, S1P4 antagonist 6, BaF3 tox 2, TRPN1 ag -0.5, PERK inh -0.4, S1P4 ag 1.3, Ba/F3 V617F tox -1, EP2 mod -22 and Calpain2 inh 0.
Cc1ccc(N2CC(C(=O)OCC(=O)Nc3ccccc3F)CC2=O)cc1 (centres undefined) was read as TRPML3 agonist -0.1, S1P4 antagonist -7, BaF3 tox 8, TRPN1 ag -0.7, PERK inh -0.4, S1P4 ag 2.3, Ba/F3 V617F tox 3, EP2 mod -20 and Calpain2 inh -5.
`OCCN(CCO)c1ccc(C(c2ccccc2Cl)c2ccc(N(CCO)CCO)cc2Cl)c(Cl)c1` gave TRPML3 agonist 1.8, S1P4 antagonist -13, BaF3 tox 11, TRPN1 ag 2.4, PERK inh 0.4, S1P4 ag 3.4, Ba/F3 V617F tox 2, EP2 mod -14 and Calpain2 inh -27.
For CCC(=O)Nc1nc(-c2ccc3c(c2)OCCO3)cs1 the results were TRPML3 agonist 0.9, S1P4 antagonist -8, BaF3 tox 10, TRPN1 ag 3.2, PERK inh 0.6, S1P4 ag -2.4, Ba/F3 V617F tox -1, EP2 mod -16 and Calpain2 inh 6.
Nc1nnc(-c2ccc(F)cc2)s1 was read as TRPML3 agonist 0.1, S1P4 antagonist 2, BaF3 tox 2, TRPN1 ag 1.2, PERK inh 0.9, S1P4 ag -0.1, Ba/F3 V617F tox -3, EP2 mod 27 and Calpain2 inh 4.
CC(Sc1nnc(-c2cccnc2)n1-c1ccccc1F)C(=O)N1CCCc2ccccc21 (centres undefined) was read as TRPML3 agonist 0.2, S1P4 antagonist -14, BaF3 tox 5, TRPN1 ag 0.2, PERK inh -0.7, S1P4 ag -1.3, Ba/F3 V617F tox -1, EP2 mod -16 and Calpain2 inh 11.
Screening O=Cc1ccc(-n2cncn2)cc1 returned TRPML3 agonist 0.8, S1P4 antagonist 1, BaF3 tox 0, TRPN1 ag 1.2, PERK inh -0.1, S1P4 ag 8.1, Ba/F3 V617F tox -1, EP2 mod 31 and Calpain2 inh -11.
Screening CNC(=O)COc1ccc(S(=O)(=O)Nc2ccccc2)cc1 returned TRPML3 agonist 0.7, S1P4 antagonist -3, BaF3 tox 0, TRPN1 ag 0.5, PERK inh -0.2, S1P4 ag 0.2, Ba/F3 V617F tox -1, EP2 mod -9 and Calpain2 inh -5.
Screening CCn1cc(C(=O)OCC(=O)c2cc(C)n(-c3cccc(C(F)(F)F)c3)c2C)c(=O)c2ccc(C)nc21 returned TRPML3 agonist 0.0, S1P4 antagonist -13, BaF3 tox 7, TRPN1 ag -1.4, PERK inh -0.2, S1P4 ag 2.3, Ba/F3 V617F tox 0, EP2 mod 31 and Calpain2 inh -39.
For CCCSc1nc2sc3c(c2c(=O)[nH]1)CC(C)CC3 (centres undefined) the results were TRPML3 agonist 0.6, S1P4 antagonist -4, BaF3 tox 1, TRPN1 ag -0.2, PERK inh 1.2, S1P4 ag 1.0, Ba/F3 V617F tox -1, EP2 mod 8 and Calpain2 inh -16.
Screening COc1cccc(C(=O)NC(=S)Nc2cccnc2)c1 returned TRPML3 agonist 0.4, S1P4 antagonist -22, BaF3 tox 2, TRPN1 ag 0.4, PERK inh -0.1, S1P4 ag -1.5, Ba/F3 V617F tox -2, EP2 mod -7 and Calpain2 inh 9.
